RAD52 inh: inhibitors of human RAD52 DNA annealing. P43351. recombinant RAD52 DNA annealing, FRET fluorescence. inhibition, % at 18.7 µM. 0.46% of 360,000 active;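 active means every replicate showing at least 50% inhibition; inconclusive means mean inhibition at least 50% but not in every replicate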
esBAF inh: inhibitors of esBAF chromatin remodeling in mouse ES cells. 2% of 350,000 active. Bmi1-luciferase knock-in reporter, 24 h; 100% = twice the neutral-well signal. AID 602393. reporter increase, % at 12.5 µM; in the data active means activation above about 40%; inconclusive means no clear call, values can overlap the other calls;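 further: 0% = median of the plate's neutral control wells and 100% = double that signal; a rise in the Bmi1 reporter signal indicates esBAF inhibition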
ARNT-TACC3 inh: disruptors of human ARNT/TACC3 interaction. 0.66% of 390,000 active. inhibition, % at 9.99 µM. AlphaScreen His-ARNT PAS-B/GST-TACC3 binding, luminescence; TACC3 fragment carries E629A point mutation;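 active means mean inhibition of replicates at least 50% and at least half of replicates each reaching 50%; inconclusive means half or more replicates reach 50% but mean below 50%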;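 further: 0% = complete ARNT plus TACC3 wells and 100% = ARNT alone without TACC3; many hits fall short of the cut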
RAD54 branch: inhibitors of human RAD54 branch migration; Q92698; RAD54 Holliday junction branch migration, FAM/BHQ fluorescence; 0.14% of 360,000 active; inhibition, % at 10.4 µM;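 active means mean normalized replicate activity at least 40 and at least half of replicates scoring 40 or more; inconclusive means only one of the two criteria met; inactive means mean below 40 and under half of replicates reaching 40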;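 further: 0% = median of neutral control wells and 100% = median of positive control wells; inhibitors cause a drop in the FAM fluorescence signal; in these data hits start at about 50%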
PglD inh: inhibitors of Campylobacter jejuni PglD acetyltransferase | purified PglD enzyme, DTNB colorimetric CoA detection | inhibition, % at 12.5 µM | 0.098% of 360,000 active | AID 602405; in the data active means inhibition above about 16%, passing the limit was not always enough; inconclusive means no clear call, values can overlap the other calls; further: strong numbers were not always called active
ERp5 block: blocks human ERp5 reductase activity on insulin; Q15084; ERp5 insulin aggregation, absorbance 650 nm, 90 min; inhibition, % at 9.99 µM; 0.05% of 350,000 active;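 active means mean replicate inhibition above about 25%, with every replicate also reaching it, limit read from the data, passing the limit was not always enough; inconclusive means only one of those two criteria met; inactive means neither criterion met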
E-sel inducer: E-selectin induction on HUVECs; P16581; HUVEC E-selectin immunofluorescence imaging; normalized: neutral wells 0, TNF-alpha wells 100; 0.37% of 260,000 active; activation, % at 7.58 µM; AID 686992;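 active means mean E-selectin-positive cell signal at least 10% of the positive control, reached in at least 60% of replicates, without over 20% cell loss; inconclusive means no rule given, readout overlaps actives, possibly toxicity-flagged; inactive means the rest, including those meeting only one limit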;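 further: in these data hits start at about 27%; measured in HUVEC primary endothelial cells; signal is the percent of cells scored E-selectin positive by PE staining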
Target sequence (P16581 whole entry, looked up): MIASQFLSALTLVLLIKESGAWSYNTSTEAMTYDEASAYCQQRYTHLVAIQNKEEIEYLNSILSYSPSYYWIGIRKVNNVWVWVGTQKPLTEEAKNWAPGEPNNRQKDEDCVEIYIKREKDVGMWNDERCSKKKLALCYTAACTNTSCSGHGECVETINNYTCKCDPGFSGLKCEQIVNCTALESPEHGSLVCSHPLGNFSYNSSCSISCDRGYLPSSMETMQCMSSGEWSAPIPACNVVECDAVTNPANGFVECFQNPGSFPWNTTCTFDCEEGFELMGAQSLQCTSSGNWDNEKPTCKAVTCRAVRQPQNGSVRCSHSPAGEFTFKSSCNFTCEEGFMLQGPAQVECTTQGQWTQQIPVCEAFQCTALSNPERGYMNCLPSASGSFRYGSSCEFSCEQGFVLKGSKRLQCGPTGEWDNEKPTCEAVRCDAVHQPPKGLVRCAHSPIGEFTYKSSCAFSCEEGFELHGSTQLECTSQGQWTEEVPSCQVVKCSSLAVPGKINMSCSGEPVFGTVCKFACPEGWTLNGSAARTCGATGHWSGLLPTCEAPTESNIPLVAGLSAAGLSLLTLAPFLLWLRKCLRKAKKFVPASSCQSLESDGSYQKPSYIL
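Test system: HUVEC | Signal: Immunofluorescence imaging | Read-out: Percent E-selectin-positive cells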
Casp6 inh: blocks human caspase-6 cleavage activity. inhibition, % at 12.5 µM. purified caspase-6, Z-VEID-R110 cleavage fluorescence. P55212. AID 686996. 0.53% of 350,000 active;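 active means mean inhibition across replicates at least about 35%, with every replicate also reaching that limit, limit read from the data; inconclusive means only one of the two criteria met; inactive means neither criterion met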;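 further: 0% = median of neutral control wells and 100% = no fluorescence left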
Target sequence (P55212 24-179 limits assumed): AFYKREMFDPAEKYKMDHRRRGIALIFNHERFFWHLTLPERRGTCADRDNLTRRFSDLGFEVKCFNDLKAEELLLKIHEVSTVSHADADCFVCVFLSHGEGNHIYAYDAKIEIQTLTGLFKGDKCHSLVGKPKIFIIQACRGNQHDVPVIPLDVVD
Target sequence (P55212 194-293 limits assumed): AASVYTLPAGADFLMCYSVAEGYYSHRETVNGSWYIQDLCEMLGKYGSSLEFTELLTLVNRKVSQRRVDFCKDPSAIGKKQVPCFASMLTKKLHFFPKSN
* hit, by the source's call; ? = inconclusive; / = not tested or not shown; & = joins results of further samples.

Every second line gives: RAD52 inh	esBAF inh	ARNT-TACC3 inh	RAD54 branch	PglD inh	ERp5 block	E-sel inducer	Casp6 inh
> COc1ccc(C(=O)N/N=C/c2ccc(OC)c(CSc3ccccn3)c2)cc1
    -12	/	-5	/	/	-2	/	-1
> COc1ccc(NC(=O)N(C)C[C@H]2Oc3c(NS(=O)(=O)c4cn(C)cn4)cccc3C(=O)N([C@H](C)CO)C[C@@H]2C)cc1
    -10&4	-3&2	-3&2	1&-4	16&-1	-7&0	-15&-1.6	-1&3
> O=C(Nc1cccc(F)c1)C1CC(=O)N(c2ccc(Cl)cc2)C1 (stereo unspecified)
    /	-2	-5	-4	0	/	/	/
> COc1ccccc1C#Cc1ccc([C@H]2[C@H]3CN(S(C)(=O)=O)CCCCN3[C@H]2CO)cc1
    -21	2	-5	-3	-2	2	-0.5	1
> CO[C@@H]1CN(C)C(=O)c2ccc(NC(=O)c3nc4ccccc4s3)cc2OC[C@@H](C)N(Cc2cccnc2)C[C@H]1C
    /	46*	13	6	0	57	-0.4	/
> O=C(CCN1CCCCC1)N[C@H]1CC[C@@H](CCn2cc(-c3cccc(F)c3)nn2)O[C@H]1CO
    4	4	-1	3	-2	1	-0.1	0
> COCc1cn(CC[C@H]2CC[C@H](NC(=O)Nc3ccc4c(c3)OCO4)[C@H](CO)O2)nn1
    -4	0	-14	-12	2	1	-0.3	1
> Cc1ccc(C)c(N2CCN(C(=O)Nc3ccc4c(c3)N(C)C(=O)CS4)CC2)c1
    -26	/	5	/	/	0	/	2
> O=C1OC(c2ccccc2)=N/C1=C\C=C\c1ccccc1[N+](=O)[O-]
    -24	/	6	/	/	7	/	5
> O=S(=O)(c1cccs1)N1CCCCN2[C@H](C1)[C@H](c1ccc(-c3ccccc3)cc1)[C@@H]2CO
    -36	0	9	6	-2	-2	-0.1	-1
> COc1ccccc1CNC(=O)COC(=O)Cc1ccsc1
    13	/	/	/	/	2	0.8	-2
> N#C/C(=C\c1ccccc1)C(=O)OCC(=O)N1CCCC1
    -12	/	-6	/	/	-4	2.1	-2
> O=C(NC1CC1)C1=C[C@@H](c2coc3ccccc3c2=O)C[C@@H](OCCCCO)O1
    -2&-87	2	-9&1	0&5	0&0	-1&-2	9.1	1&5
> O=C(O)c1ccccc1C(=O)Nc1ccc(-n2nccc2C(F)(F)F)cc1
    -14	-1	-7	/	/	-1	-0.1	-2
> CCC(=O)Nc1ccc2c(c1)C(=O)N(C)C[C@@H](OC)[C@H](C)CN(C(=O)c1ccccn1)[C@@H](C)CO2
    -8	-7	0	3	3	-2	-0.2	0
> COc1ccc(S(=O)(=O)Nc2ccc3c(c2)C(=O)N([C@@H](C)CO)C[C@H](C)[C@@H](CN(C)S(=O)(=O)c2ccc(Cl)cc2)O3)cc1
    /	-4	17	-7	4	/	-3.0	/
> Cc1ccc(S(=O)(=O)Nc2ccc3c(c2)CC(=O)N([C@@H](C)CO)C[C@H](C)[C@@H](CN(C)C(=O)NC2CCCCC2)O3)cc1
    10	-2	-8	6	-1	-1	0.2	-2
> Cc1[nH]c2ccccc2c1SCCNC(=O)c1ccc(S(=O)(=O)N2CCCC2)cc1
    -5	-1	13	7	-1	13	0.0	1
> CCCC(=O)Nc1ccc(C(=O)Nc2ccc([N+](=O)[O-])cc2OC)cc1
    -14	/	0	/	/	-4	/	-1
> CO[C@@H](CN(C)Cc1nccs1)[C@H](C)CN([C@@H](C)CO)S(=O)(=O)c1ccc(C)cc1
    -3	2	-2	-2	-3	-2	-0.1	1
> Cc1noc(C)c1S(=O)(=O)N(C)C[C@@H]1Oc2c(NS(=O)(=O)c3cn(C)cn3)cccc2C(=O)N([C@@H](C)CO)C[C@H]1C
    -14	3	-2	0	-2	19	-0.1	0
> Cc1ccc(C(=O)NCCN2C3=NC[C@H](C(C)C)N3C[C@H]2Cc2ccc(O)cc2)cc1Br
    5	0	-2	1	-4	-1	1.9	-1
> NS(=O)(=O)c1ccc(N=NN2CCCCC2)cc1
    -14	/	-9	/	/	-4	/	2
> COCC(=O)N(C)C[C@@H]1Oc2ncc(Br)cc2C(=O)N([C@H](C)CO)C[C@H]1C
    6	0	4	5	1	3	0.2	1
> O=[N+]([O-])c1ccc(Cl)c(S(=O)(=O)Nc2cccc(-c3ccc(N4CCCC4)nn3)c2)c1
    -11	/	-2	-4	-1	-3	-0.1	18
> CCN1CCN(S(=O)(=O)c2cc(OC)c(Cl)cc2OC)CC1
    6	-5	18	-1	2	0	/	-4
> CC(C)NC(=O)N1CCCCN2[C@H](CO)[C@H](c3ccc(C#CC4CC4)cc3)[C@@H]2C1
    /	-4	4	4	4	/	-0.3	/
> Cc1ccc(S(=O)(=O)N(C)C[C@H]2OCCCC[C@@H](C)Oc3ccc(NC(=O)c4ccncc4)cc3C(=O)N([C@H](C)CO)C[C@@H]2C)cc1
    -4	0	-9	-6	-8	-8	?	4
> O=C(O)c1cccc(OS(=O)(=O)c2cc(Br)ccc2Br)c1
    1	12	3	-10	1	-2	/	33
> O=C(NCCc1cccs1)c1ccc(CS(=O)Cc2ccc(Cl)cc2)o1 (stereo unspecified)
    -3	0	3	-1	1	/	11	2

(further entries)
Every second line gives: RAD52 inh	esBAF inh	ARNT-TACC3 inh	RAD54 branch	PglD inh	ERp5 block	E-sel inducer	Casp6 inh
> CC1(C)C2CCC1(CS(=O)(=O)Nc1cccc(S(N)(=O)=O)c1)C(=O)C2 (stereo unspecified)
    -10	-4	/	-11	-1	3	/	1
> COc1ccc(-c2n[nH]c(=S)n2/N=C/C=C/c2ccccc2OC)cc1
    -17	/	/	-6	-4	3	0.8	1
> O=C(CNC(=O)c1ccco1)N/N=C/c1ccc(O)cc1O
    -7	-6	27	9	1	0	/	1
> CC(C)NC(=O)N(C)C[C@@H]1Oc2ncc(C#CC3(O)CCCC3)cc2C(=O)N([C@@H](C)CO)C[C@H]1C
    5	3	3	-1	2	3	-0.4	0
> CCC(=O)N1[C@H](CO)[C@H]2c3ccccc3N(C(=O)Nc3ccc(Cl)cc3)C[C@H]21
    1	-1	-6	5	-2	2	0.0	1
> CC1CCCN(CCOCCSc2ccccc2)C1 (stereo unspecified)
    -14	/	-8	/	/	3	0.2	-5
> Cc1ccc(S(=O)(=O)Nc2cc(-c3ccccc3)nn2C)cc1Cl
    -25	/	-6	-1	1	5	53*	5
> COc1ccc(-c2nc(CSCC(=O)NC3CCCc4ccccc43)c(C)o2)cc1 (stereo unspecified)
    /	-3	2	-1	0	/	/	/
> CCCCCn1c(Sc2ccccc2)nc2c1c(=O)[nH]c(=O)n2C
    -4	3	11	-4	-1	4	-0.4	1
> Cc1ccc(-n2c(=S)[nH]c3c(oc4ccccc43)c2=O)cc1
    /	19	-13	0	1	/	/	/
> Cc1ccc(CNCC(O)(c2ccc(F)cc2)c2ccc(F)cc2)cc1
    /	-11	-13	5	-2	/	/	/
> CCS(=O)(=O)Nc1ccc2c(c1)C(=O)N(C)C[C@@H](OC)[C@H](C)CN(C(=O)COC)[C@H](C)CO2
    7	-11	-3	-5	-1	5	-0.1	-1
> Cc1ccc(NC(=O)C2CC(=O)Nc3ncnn32)c(C)c1 (stereo unspecified)
    -14	/	-2	6	4	0	2.0	-1
> CCCCc1nnc(NC(=O)C2CC(=O)N(c3ccc4c(c3)OCCO4)C2)s1 (stereo unspecified)
    -17	/	-4	/	/	5	1.6	-2
> N#CC1=C(SCC(=O)Nc2ccccc2)NC(=O)CC1c1ccc(O)cc1 (stereo unspecified)
    -5	-6	-11	3	2	-2	0.3	3
> CC(=O)Nc1ccc(OCC(=O)NCCc2ccc(Cl)cc2)cc1
    -12	-7	1	4	2	2	-0.1	-6
> Cc1ccc(-n2cccn2)c(CN2CCCC(C(=O)c3ccc4c(c3)OCO4)C2)c1 (stereo unspecified)
    -16	/	11	/	/	-2	/	1
> Cc1nc(N2CCC(C)CC2)c2c(C)c(C(=O)Nc3ccc(C(F)(F)F)cc3)sc2n1
    -9	/	-1	/	/	3	/	3
> CN(C)CC(=O)N1[C@H](C#N)[C@H](c2ccccc2-c2ccc(C(=O)N(C)C)cc2)[C@@H]1CO
    3	/	/	/	/	19	0.0	0
> COc1ccc(C(=O)c2coc3ccc(O)c(CN4CCCC4)c23)cc1
    1	25	5	9	6	13	0.1	1
> Nc1nc(NCc2cccs2)nn1-c1ccccc1
    /	38	-6	7	-1	/	/	/
> COc1ccc(NC(=O)CNC(=O)Cn2c(C)cc3ccccc3c2=O)c(OC)c1
    -5	/	-1	/	/	-4	/	-3
> O=C(NCc1cccnc1)c1ccc(COc2ccc3c(c2)CCC3)o1
    -8	11	0	3	0	-9	/	0
> CCOC(=O)C1=C(CS(=O)(=O)c2ccc(C)c(C)c2)NC(=O)NC1c1ccc(O)cc1 (stereo unspecified)
    -10	/	-8	/	/	-3	-0.3	-1
> Cc1ccc(S(=O)(=O)NC(Cc2ccccc2)C(=O)NN)cc1 (stereo unspecified)
    12	-4	0	7	-2	5	-0.1	-1
> COC(=O)Cn1cnc2c(oc3ccccc32)c1=O
    /	38	4	3	1	/	/	/
> O=C(Nc1nc(-c2ccc(F)c(F)c2)cs1)C1=COCCO1
    4	53*	-8	11	-1	1	0.2	-3
> O=C(CN1CCN(S(=O)(=O)c2ccc(Cl)cc2)CC1)NCC1(N2CCOCC2)CCCCC1
    -31	-4	-4	4	1	-1	0.2	-3
> Cc1ccc(S(=O)(=O)N(C)C[C@H]2Oc3c(NC(=O)c4ccc(-c5nccs5)cc4)cccc3C(=O)N([C@H](C)CO)C[C@H]2C)cc1
    14	3	4	-5	-4	18	1.4	/
> CCn1c(CN2CCN(CCO)CC2)nc2ccccc21
    -2	/	-1	/	/	-3	/	-3

Following part
Every second line gives: RAD52 inh	esBAF inh	ARNT-TACC3 inh	RAD54 branch	PglD inh	ERp5 block	E-sel inducer	Casp6 inh
> O=c1c2ccccc2sc2ccc(Cl)cc12
    -6	/	-2	/	/	-5	/	3
> CCc1ccc(-n2c(SCC(=O)N3CCC(C(=O)O)CC3)nnc2-c2ccncc2)cc1
    0	2	-3	-1	0	0	-0.1	2
> CC(=O)NC(=O)COC(=O)/C=C/c1c(C)nn(Cc2c(Cl)cccc2Cl)c1Cl
    /	11	-4	3	0	/	/	/
> Cc1ccc(C(=O)Nc2ncccc2O)cc1S(=O)(=O)N1CCCCC1
    -7	-1	14	4	2	-1	/	5
> CCOc1ccccc1C(=O)N[C@H](C(=O)NNC(=O)c1cccs1)C(C)C
    -6	5	3	-11	2	3	5.0	-1
> Cc1nonc1CC(=O)N1CCCC(C(=O)c2ccc(Cl)cc2)C1 (stereo unspecified)
    8	-3	19	/	/	4	/	0
> CCOC(=O)C1(CCOc2ccccc2)CCN(Cc2ccc(OC)cc2)CC1
    5	-7	5	6	-8	2	/	-2
> COc1ccc(CNC(=O)[C@@H]2CC=C[C@@H]3CCN(Cc4ccccc4)C(=O)[C@@H]32)cc1
    3	2	/	5	0	6	0.0	-1
> CC1CCCC(C)N1C(=O)CSc1nc2ccccc2s1 (stereo unspecified)
    /	75*	-3	-3	-2	/	/	/
> FC(F)Oc1ccc(NC(=S)Nn2cnnc2)cc1
    -12	-1	1	4	-13	6	1.3	0
> Cc1noc(C)c1S(=O)(=O)Nc1ccc2c(c1)C(=O)N([C@H](C)CO)C[C@H](C)[C@H](CN(C)C)OCCCC[C@@H](C)O2
    -11	0	1	6	2	-2	0.0	-4
> CCCn1cnnc1CNC(=O)C1CCC(=O)N(CCc2cccc(F)c2)C1 (stereo unspecified)
    -1	-6	5	-9	2	2	-0.6	0

Source: PubChem BioAssay
